DRD3 agonist: activates the human D3 dopamine receptor; P35462; max activation, %; D3R DiscoveRx beta-arrestin cells, luminescence, 90 min; actives 0.58% (n = 410,000); in the data active = max activation above about 30%; note: 0% is about no effect; mostly tested at two doses, the higher about 12 µM
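Agonist-mode cell screen: cells plated at 1500/well and incubated overnight at 37 °C, then exposed to library compounds for 90 min at 37 °C. Detection reagent was added for 30–60 min at room temperature, and luminescence was read.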
GLP-1R inv ag: inverse agonists of human GLP-1 receptor; Potency, µM (top dose mostly 38.3 µM), for inactives: at the highest dose activity change, negative = inhibition, hits mostly inhibitors; P43220; actives 1.6% (n = 410,000); AID 624417; HEK293 GLP-1R CRE-luciferase, luminescence, 24 h; GLP-1R form is constitutively active; note: potency is the fitted concentration of half-maximal effect; % is set by controls: 0 for no effect and ±100 for the full control effect; nearly all actives have a fitted effect of over 55% in size
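Cells are plated, allowed 12 hours at 37 deg C, then treated with compounds for 24 hr before luciferase detection reagent is added and luminescence is read after 12 min at room temperature. The HEK293 line carries constitutively active GLP-1R with a cAMP-responsive reporter.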
PLK1 PBD inh: PLK1 (human) polo-box domain binding inhibition; P53350; actives 2.8% (n = 360,000); Potency, µM, for the others: max response, negative = inhibition, hits mostly inhibitors; Plk1 PBD binding of FITC phosphopeptide, fluorescence polarization; note: potency is the fitted concentration of half-maximal effect; series mostly up to about 57 µM; % is set by controls: 0 for no effect and ±100 for the full control effect; nearly all actives have a fitted effect of over 65% in size
Target sequence (P53350 whole entry, looked up, the tested form may be a part): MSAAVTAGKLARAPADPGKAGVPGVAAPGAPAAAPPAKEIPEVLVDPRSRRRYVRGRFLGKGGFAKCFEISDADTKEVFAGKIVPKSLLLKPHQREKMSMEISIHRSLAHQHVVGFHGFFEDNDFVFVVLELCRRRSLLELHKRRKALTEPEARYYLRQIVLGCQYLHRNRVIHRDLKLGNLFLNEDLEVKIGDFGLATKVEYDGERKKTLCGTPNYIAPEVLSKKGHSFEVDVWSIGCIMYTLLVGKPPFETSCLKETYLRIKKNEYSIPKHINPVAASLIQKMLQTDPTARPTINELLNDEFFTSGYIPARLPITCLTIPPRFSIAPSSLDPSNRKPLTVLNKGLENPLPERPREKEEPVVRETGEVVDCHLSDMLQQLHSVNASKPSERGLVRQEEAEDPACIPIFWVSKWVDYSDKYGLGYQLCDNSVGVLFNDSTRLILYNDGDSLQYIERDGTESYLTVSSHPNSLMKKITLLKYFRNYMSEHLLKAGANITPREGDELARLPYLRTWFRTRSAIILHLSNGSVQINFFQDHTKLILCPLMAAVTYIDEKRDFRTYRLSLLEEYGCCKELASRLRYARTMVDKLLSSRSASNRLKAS
HEK293 tox: cytotoxic in the GLP-1 receptor inverse agonist counter-screen. actives 0.13% (n = 410,000). AID 624418. Potency, µM (highest dose often 38.3 µM), without a hit: top-dose activity change, negative = inhibition, most hits filed as inhibitors. HEK293 cAMP-luciferase reporter cells, luminescence, 24 h;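 note: loss of luciferase light is scored as toxicity; potency is the fitted concentration of half-maximal effect; % is set by controls: 0 for no effect and ±100 for the full control effect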
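Step one: seed cells (200 cells/uL, DMEM with 10% Nu serum, 1% pen-strep). Step two: 12-hour incubation at 37 deg C. Step three: pin 23 nL compound, incubate 24 hr. Step four: add luciferase reagent, read luminescence 12 min later.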
WRN helicase inh: blocks human WRN helicase. Q14191. WRN helicase unwinding, fluorescent forked duplex, kinetic. Potency, µM (top dose mostly 114 µM), without a hit: top-dose activity change, negative = inhibition, usual class: inhibitors. actives 0.46% (n = 360,000); note: potency is the fitted concentration of half-maximal effect; % is set by controls: 0 for no effect and ±100 for the full control effect; nearly all actives have a fitted effect of over 55% in size
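Kinetic red-fluorescence monitoring (525/598 nm) tracks WRN helicase activity after 100 nM fluorophore-quencher forked duplex and 2 mM ATP are added to 20 nM enzyme pretreated 15 min at room temperature with compound.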
D3 antag: antagonists of human D3 dopamine receptor; D3R cells, DiscoveRx beta-arrestin luminescence, antagonist mode; active compounds read low; max response, negative = inhibition, %; actives 2.5% (n = 360,000); AID 652054; in the data active = max response below about -50%; inconclusive = no clear call, values can overlap the other calls; note: % is set by controls: 0 for no effect and ±100 for the full control effect; mostly tested at two doses, the higher about 12 µM
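Cells expressing the human receptor were seeded at 1500 cells/well, incubated overnight at 37 degrees C in 5% CO2, then exposed to library compounds with dopamine controls for 90 minutes at 37 degrees C before luminescent detection.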
GLP-1R agonist: agonists of human GLP-1 receptor | Potency, µM (doses to about 45.6 µM), inactives show at the highest dose activation, usual class: activators | HEK293 GLP-1R CRE-luciferase, luminescence, 4-6 h; cells express a hypersensitive GLP-1R form | actives 0.007% (n = 380,000) | P43220 | AID 624172; note: potency is the fitted concentration of half-maximal effect; % of control where 0% means no effect
IL-2 act: IL-2 activation. actives 0.065% (n = 360,000). IL-2 activation reporter assay, cell-based qHTS; stimulated with anti-CD3/CD4/CD28 beads; in transgenic mouse T cells. AID 652025. activation, % (series mostly up to about 46 µM); in the data active = activation above about 50%; inconclusive = mostly about 30% to 49%; note: 0% is about no effect
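Screening format: compound pinned onto unstimulated transgenic mouse T cells, 60 min incubation, then anti-CD3/anti-CD4/anti-CD28 bead stimulation for 18 hours at 37 degrees C, followed by EGFP and DsRed detection.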
PI5P4K alpha inh: blocks human PI5P4K alpha kinase activity | PI5P4Kalpha enzyme, ADP-Glo luminescence, 60 min; active compounds read low | actives 1.2% (n = 330,000) | max response, % | P48426; active = max response of -50% or lower; inconclusive = between -30% and -50%; inactive = -30% or higher; note: value at the top dose of about 77 µM; % is set by controls: 0 for no effect and ±100 for the full control effect
Target sequence (P48426 whole entry, looked up): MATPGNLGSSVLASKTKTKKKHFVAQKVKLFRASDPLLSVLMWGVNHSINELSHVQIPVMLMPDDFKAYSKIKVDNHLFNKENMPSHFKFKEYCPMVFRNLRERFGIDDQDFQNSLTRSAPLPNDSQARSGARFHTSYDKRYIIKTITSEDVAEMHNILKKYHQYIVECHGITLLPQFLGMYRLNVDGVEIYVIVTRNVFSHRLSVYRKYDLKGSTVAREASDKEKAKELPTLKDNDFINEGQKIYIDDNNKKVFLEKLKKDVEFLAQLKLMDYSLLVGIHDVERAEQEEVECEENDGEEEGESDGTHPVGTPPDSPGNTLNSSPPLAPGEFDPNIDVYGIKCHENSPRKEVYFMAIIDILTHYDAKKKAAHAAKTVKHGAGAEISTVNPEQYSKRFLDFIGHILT
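Reactions run in 0.038 M HEPES pH 7.4, 0.28 mM EGTA, 0.1% CHAPS and 5% DMSO, with PI5P4Kalpha, substrate, compound and 5 microM ATP final, one hour at room temperature. Readout is ADP-Glo luminescence.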
The depositor's hits bear a star; ? = inconclusive; . = no result given; & = joins results of further samples; [ ] = dose if it differs, or a comment. Unless noted, calls come from the whole dose curve; as a rule, active = well fitted curve in the direction sought with a large enough effect; inconclusive = small, poorly fitted or top-dose-only effect, or another doubt; inactive = no such curve, though single readings can be large; an effect the other way counts as inactive or inconclusive.

Second line of a record – DRD3 agonist, GLP-1R inv ag, PLK1 PBD inh, HEK293 tox, WRN helicase inh, D3 antag, GLP-1R agonist, IL-2 act, PI5P4K alpha inh
1: Cc1cccn2c(=O)c(/C=C(\C#N)C(=O)NC3CCS(=O)(=O)C3)c(N3CCC(C(N)=O)CC3)nc12 (stereo not drawn)
→ -3.5, 6.5%, -4.2%, 220.8%[activator], -19.7%, 1.8, -4.9%, 0.3, 9.3
2: CCN1CCN(Cc2c(O)ccc3c2O/C(=C\C=C\c2ccccc2)C3=O)CC1
→ -5.4, 11.3%, 18.2%, 23.8%, -15.5%, ?, 0.8%, -1.1, -20.8
3: CC1(C)CC(NC(=O)c2cc(S(=O)(=O)N3CCOCC3)c(Cl)cc2Cl)CC(C)(C)N1
→ -0.9, -2.8%, -6.1%, 11.4%, -14.9%, ?, 8.6%, 7.4, -0.1
4: O=C(CCC1CC(=O)Nc2ccccc21)NCc1ccc(F)cc1 (stereo not drawn)
→ 8.6, -5.6%, -3.6%, 2.0%, 6.0%, 5.3, -3.0%, 0.4, .
5: O=C(/C=C/c1ccc(S(=O)(=O)N2CCOCC2)cc1)N(CCO)Cc1ccccc1
→ 3.1, 26.3%, -3.0%, -26.8%, -3.3%, 8.2, 8.6%, 0.0, 1.4
6: Cc1cc(C)c(C(O)c2ncc(-c3ccccc3Cl)[nH]2)c(C)c1 (stereo not drawn)
→ 0.5, ?, -8.3%, -0.4%, -4.3%, -14.0, 6.2%, 0.1, 17.9
7: Cc1onc(-c2ccccc2)c1C(=O)OCC(=O)N(CC(C)C)c1c(N)n(Cc2ccccc2)c(=O)[nH]c1=O
→ 3.1, -0.8%, 0.2%, 5.7%, 4.3%, 19.5, 1.1%, -1.6, 7.6
8: CCOC(=O)c1c(-c2ccc(C)o2)csc1NC(=O)CN(C)CC(=O)Nc1ccc(C)cc1
→ 12.0, -0.1%, -9.2%, -17.9%, -12.2%, 5.5, 7.3%, -3.0, -2.9
9: CCn1cc(C(=O)NCC(OC)OC)c(=O)c2cc(S(=O)(=O)N3CCCC3)ccc21
→ 2.4, -2.5%, -6.2%, 0.5%, 8.2%, 2.9, 0.7%, -2.7, 0.1
10: Cc1cccc(C)c1OCC(=O)N1CCc2ccccc2C1
→ -1.5, ?, -4.2%, 0.6%, -3.8%, -27.1, 0.9%, 1.1, 8.5
11: COCc1nc(-c2ccc(-c3ccc(OC)cc3)nc2OC)no1
→ 0.5, 9.7%, -7.0%, 9.8%, -2.9%, -4.3, 16.5%, -1.4, -2.2
12: COc1ccc2ccccc2c1/C=N/NC(=O)c1cccc([N+](=O)[O-])c1
→ -12.5, 4.1%, -0.1%, 0.4%, 6.6%, -6.9, 7.7%, -2.0, -10.5
13: Cc1nnc(NC(=O)CSc2nnc(CC(=O)Nc3ccccc3C)n2C)s1
→ 3.7, 0.9%, -7.6%, -0.7%, 1.2%, 2.4, 0.2%, 0.3, 1.9
14: CCOC(=O)N1CCC(N2C(=O)c3ccccc3C2Nc2ccc(S(=O)(=O)N(CC)CC)cc2)CC1 (stereo not drawn)
→ -6.8, -5.1%, -5.0%, -5.3%, -3.0%, -20.6, 7.0%, -0.2, 10.1
15: O=C(NCCCl)Nc1ccc(Cl)c([N+](=O)[O-])c1
→ -5.8, -7.4%, -8.0%, 6.4%, -6.5%[57.1 µM], -18.9, -0.7%, 2.7, -1.0
16: CC(=O)Oc1ccc(C(=O)Nc2ccc3c(c2)C(=O)N(CCC(=O)O)C3=O)cc1
→ -9.3, -6.1%, -0.9%, -9.7%, -22.3%, 9.1, -5.1%, 3.1, .
17: CCOc1cc(C(N)=O)cc(Cl)c1OCC
→ 2.1, -3.9%, 21.2µM*, 3.2%, 0.1%, 1.6, -6.6%, -0.1, -8.6
18: COc1ccc(-c2csc(N(Cc3ccco3)C(=O)c3cccs3)n2)cc1
→ 3.2, ?, -17.4%, 17.6%, -7.2%, -24.3, -6.1%, -0.6, -1.2
19: COC(=O)C(C)Sc1nc2c([nH]c3ccccc32)c(=O)n1C (stereo not drawn)
→ 4.2, 1.6%, -17.9%, -3.1%, -8.4%, 11.6, 16.8%, 0.2, .
20: CCOc1ncccc1C(=O)Nc1ccc(OC)c(S(=O)(=O)N2CCOCC2)c1
→ -0.8, 24.0%, -8.9%, 21.5%, ?, 7.8, 15.5%, 0.5, 1.8
21: OC(CSc1c(Cl)cccc1Cl)CN1CCN(c2ccc(F)cc2)CC1 (stereo not drawn)
→ -39.1, 2.6%, -9.6%, -2.0%, -20.3%, -88.6*, 17.1%, 2.7, .
22: CC(C)c1ccc(Nc2c(-c3ccccc3O)nc3cnccn23)cc1
→ 38.2*, 10µM*, ., 0.6%, ., ., -7.1%, ., .
23: O=C(NC(=S)Nc1ccc(N2CCOCC2)c(Cl)c1)C(c1ccccc1)c1ccccc1
→ -5.8, ?, 26.7µM*, -0.1%, -0.5%, ?, -16.8%, 1.6, -5.1
24: COc1ccccc1CN1C(=O)c2cccc3cccc(c23)C1=O
→ -3.8, 18.7%, -10.3%, -0.2%, -32.3%[57.1 µM], -28.3, 12.1%, 5.6, 6.6
25: O=C(COC(=O)C1=NN(c2ccccc2)C(=O)CC1)Nc1ccc([N+](=O)[O-])cc1C(F)(F)F
→ 7.6, -13.9%, 3.7%, -8.8%, 6.6%, 17.9, -0.9%, 2.7, 0.8
26: Cc1ccc(NC(=O)C2CCCN(S(=O)(=O)c3c(C)noc3C)C2)cc1 (stereo not drawn)
→ -0.1&-11.2, -9.4%&-0.3%, 2.4%, -26.4%&5.8%, 3.3%, -0.2, 4.8%&-0.1%, -0.7, -0.1
27: O=C(COC(=O)/C=C/c1ccc(Cl)cc1)Nc1ccc2[nH]c(=O)[nH]c2c1
→ 1.8, 13.6%, -0.1%, 6.2%, -10.1%, 15.0, -29.3%, 0.8, 5.1
28: COc1ccc(CNC(=O)CSc2nnnn2C)cc1OC
→ 2.7, 17.9%, 3.2%, 0.1%, 2.9%, 2.8, -2.6%, -2.5, 11.2
29: COc1ccc(NC2CCCN(C(=O)c3ccccc3N3CCOCC3)C2)cc1OC (stereo not drawn)
→ 2.1, 19.5%, 3.1%, -5.0%, 3.2%, 1.3, -2.0%, 0.0, -3.4
30: COc1cccc(C2C(C(=O)Nc3ccc(Cl)cc3)=C(C)Nc3nc4ccccc4n32)c1 (stereo not drawn)
→ -8.8, -6.7%, ., 3.9%, ., ., 1.1%, ., .

2 of the compounds above, as tab-separated lines:
No.	Compound	DRD3 agonist	GLP-1R inv ag	PLK1 PBD inh	HEK293 tox	WRN helicase inh	D3 antag	GLP-1R agonist	IL-2 act	PI5P4K alpha inh
20	CCOc1ncccc1C(=O)Nc1ccc(OC)c(S(=O)(=O)N2CCOCC2)c1	-0.8	24.0%	-8.9%	21.5%	?	7.8	15.5%	0.5	1.8
21	OC(CSc1c(Cl)cccc1Cl)CN1CCN(c2ccc(F)cc2)CC1 (stereo not drawn)	-39.1	2.6%	-9.6%	-2.0%	-20.3%	-88.6*	17.1%	2.7	.

More structures follow:
Second line of a record – DRD3 agonist, GLP-1R inv ag, PLK1 PBD inh, HEK293 tox, WRN helicase inh, D3 antag, GLP-1R agonist, IL-2 act, PI5P4K alpha inh
31: COc1ccccc1C(=O)Nc1nc(-c2ccccc2)ns1
→ 4.6, 6.0%, ., 0.5%, ., ., 1.9%, ., .
32: O=C(CCNS(=O)(=O)c1ccccc1C(F)(F)F)NCCCc1ccccc1
→ 5.4, -20.6%, -5.9%, -9.2%, -3.3%, -5.5, 4.3%, -0.4, -4.9
33: O=C(c1ccncc1)N1CCN(S(=O)(=O)c2ccccc2Br)CC1
→ 2.9, 1.4%, 1.8%, -13.8%, -1.8%, 13.7, -5.5%, -3.0, 4.5
34: O=[N+]([O-])c1ccc(Cl)c(CN2CCN(c3ncccn3)CC2)c1
→ 3.6, -3.6%, -2.3%, 0.4%, -13.8%, -2.3, 6.3%, -0.1, 3.3
35: O=C(COc1cccc2ccccc12)NNC(=O)C1CCCO1 (stereo not drawn)
→ 4.5, 0.0%, -2.6%, 6.1%, 6.7%, -3.2, -11.9%, -0.7, .
36: CC1=C(C(N)=O)C(c2ccccc2Br)n2ncnc2N1 (stereo not drawn)
→ 5.8, 14.5%, ., 2.0%, ., ., -5.8%, ., .
37: CCCCNC(=O)COC(=O)c1c2c(nc3ccccc13)/C(=C\c1cccs1)CC2
→ 34.1*, 6.31µM*, -6.8%, ., 1.0%[11.6 µM], 72.0, 13.2%, -0.8, ?
38: CCOC(=O)Cc1csc(NC(=O)Nc2cccs2)n1
→ 7.6, 8.1%, -12.7%, -3.8%, 11.1%, -26.2, 22.9%, -0.5, 0.0
39: CN1CC=C2C(C#N)=C(N)C(C#N)(C#N)C(c3ccsc3)C2C1 (stereo not drawn)
→ -1.8, -20.6%, ?, 64.8%[activator], -3.7%, -23.4, -1.2%, 3.3, 2.1
40: C=C(C)CNC(=O)c1ccc(OC2CCN(C(=O)COC)CC2)cc1
→ 3.0, 2.9%, 0.6%, 1.9%, -0.1%, 31.4, -0.6%, 3.3, 7.2
41: COc1cc(OC)c(OC)cc1/C=N/NC(=O)c1cnccn1
→ 9.9, 13.9%, -11.9%, -14.0%, -5.2%, -15.0, 6.7%, -0.3, 2.7
42: CN(C)C(=O)Cn1nc(-c2ccccc2)c2ccccc2c1=O
→ -4.4, 7.6%, -13.6%, 1.8%, 4.6%, -16.2, 0.0%, -1.3, -0.7
43: COC(C[C@H](O)C[C@@H](O)[C@@H](C)OCc1ccccc1)OC
→ 1.4, 16.1%, -3.5%, -2.3%, 5.7%, -10.0, -9.1%, -0.2, 3.7
44: COc1ccc(-c2cc(NC=O)c3ncc(-c4cccc(C(F)(F)F)c4)n3c2)cc1OC
→ 0.0, ?, ?, -29.0%, -7.2%, -24.1, ?, -0.9, -20.6
45: COc1ccc(/C=N/NC2=NS(=O)(=O)c3ccccc32)cc1OC(C)=O
→ 3.9, -17.6%, 3.9%, ?, -3.0%, -8.1, -2.4%, -4.8, 1.0
46: COc1cccc(CN(C)C(=O)CSC(C)C(=O)Nc2cc(C)on2)c1OC (stereo not drawn)
→ 10.9, 3.4%, -3.8%, 10.0%, -4.6%, 1.2, -4.0%, 0.6, 3.5
